Screens deposited in PubChem by several laboratories.
PRMT1 FP inh – PRMT1 methyltransferase inhibitors, primary screen, biochemical, fluorescence polarization; Protein arginine N-methyltransferase 1 (Homo sapiens), Q99873; AID 652257, 2013; recombinant PRMT1, activity-based probe fluorescence polarization; 370,000 compounds, 1.3% hits; inhibition, % at 2.79 µM;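 active = inhibition above about 21% made by adding two undisclosed values, limit read from the data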
Target sequence (Q99873 whole entry, looked up): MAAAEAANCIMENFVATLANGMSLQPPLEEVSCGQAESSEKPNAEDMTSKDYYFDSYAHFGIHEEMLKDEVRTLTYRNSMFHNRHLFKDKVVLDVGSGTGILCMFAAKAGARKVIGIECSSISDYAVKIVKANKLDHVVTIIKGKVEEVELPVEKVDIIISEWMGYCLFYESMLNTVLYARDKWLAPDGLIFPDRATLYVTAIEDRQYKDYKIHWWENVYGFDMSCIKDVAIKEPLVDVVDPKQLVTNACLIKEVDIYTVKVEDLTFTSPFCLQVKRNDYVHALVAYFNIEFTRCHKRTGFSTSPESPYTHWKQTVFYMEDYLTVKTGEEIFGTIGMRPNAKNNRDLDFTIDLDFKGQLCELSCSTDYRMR
GC-A act – GC-A stimulated cGMP production enhancers – HEK293 GC-A cells, cGMP TR-FRET, EC30 ANP, primary screen; 0% at EC30 ANP, 100% saturating ANP; activation, % at 10 µM; 370,000 compounds, 0.14% hits; in the data active = activation above about 40%
TCR CD3 inh – inhibitors of human TCR-CD3 interaction, primary screen, biochemical, fluorescence, TAMRA-labeled TCR probe | T-cell receptor (TCR) | 360,000 compounds, 0.37% hits | inhibition, % at 9.4 µM | AID 651800, 2012; in the data active = inhibition above about 19%;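 note: recombinant mutant TCR 2C K166C tagged with TAMRA read by polarization; 0% = receptor in buffer alone and 100% = receptor with positive control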
ABHD4 inh – ABHD4 inhibitors, primary screen, biochemical, fluorescence polarization, mouse; (Lyso)-N-acylphosphatidylethanolamine lipase (Mus musculus), Q8VD66; purified mABHD4, FP-Rh probe fluorescence polarization; inhibition, % at 8.92 µM; 370,000 compounds, 0.54% hits; AID 720543, 2013;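 active = inhibition exceeding the mean over every tested compound plus 3 SD, cut at about 30% in these data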;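 note: 0% = plate median of compound wells and 100% = S159A mutant with DMSO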
Target sequence (Q8VD66 whole entry, looked up): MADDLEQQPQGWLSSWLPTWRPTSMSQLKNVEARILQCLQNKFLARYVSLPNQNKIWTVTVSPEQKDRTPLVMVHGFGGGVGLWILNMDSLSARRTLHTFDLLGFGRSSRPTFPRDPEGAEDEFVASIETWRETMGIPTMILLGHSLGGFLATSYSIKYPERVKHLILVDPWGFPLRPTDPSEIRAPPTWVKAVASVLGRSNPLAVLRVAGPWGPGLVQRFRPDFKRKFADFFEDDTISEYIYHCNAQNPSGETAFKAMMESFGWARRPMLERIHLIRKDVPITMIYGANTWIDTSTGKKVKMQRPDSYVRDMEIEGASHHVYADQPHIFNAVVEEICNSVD
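Assay system: mABHD4 protein; medium: HEPES pH 7.0, NaCl, Pluronic buffer; dosing: 8.92 µM, single dose; schedule: 45 min + 60 min at 25 °C; signal: FP readout, ex 525 nm / em 598 nm; read-out: normalized percent inhibition of probe labeling; repeats: single replicate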
HTRA1 inh – HTRA1 serine protease inhibitors, primary screen, biochemical, fluorescence polarization, HTS. Q92743. recombinant HTRA1, FP-rhodamine activity-based probe. inhibition, % at 5.96 µM. 340,000 compounds, 0.5% hits. AID 504803, 2011; in the data active = inhibition above about 36%;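 note: 0% = enzyme with DMSO and 100% = wells lacking enzyme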
UHRF1 binding – UHRF1 methylated DNA binding inhibitors, primary screen, counter-screen for MBD2 inhibitor project, biochemical, TR-FRET, human UHRF1, single concentration; 370,000 compounds, 0.75% hits; E3 ubiquitin-protein ligase UHRF1 (Homo sapiens), Q96T88; inhibition, % at 4.4 µM; UHRF1 binding to methylated oligo; in the data active = inhibition above about 21%;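 note: UHRF1 SRA domain binding a hemimethylated CpG hairpin DNA probe; 0% = median of test compound wells and 100% = reference inhibitor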
rCAG binder – binders of r(CAG) RNA repeats, primary screen, biochemical, fluorescence | r(CAG) RNA repeat, TO-PRO-1 dye displacement fluorescence | inhibition, % at 3 µM | 370,000 compounds, 1.3% hits | AID 651821, 2012;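 active = inhibition above the plate cutoff, the mean of all test compounds on that plate plus 3 SD, cut at about 35% in these data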;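 note: 0% = DMSO alone and 100% = 100 µM mitoxantrone as full dye displacement; higher means more dye released from RNA so lower well fluorescence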
MBD2 inh – inhibitors of MBD2 binding to methylated DNA, primary screen, biochemical, TR-FRET, DNA-binding domain, human; AID 686964, 2013; MBD2 binding to methylated oligonucleotide; 370,000 compounds, 0.31% hits; inhibition, % at 4.4 µM; in the data active = inhibition above about 13%
GC-B act – human GC-B receptor activators, primary screen, HEK293 GC-B cells, cGMP TR-FRET, EC30 CNP; Atrial natriuretic peptide receptor 2 (Homo sapiens), P20594; 0% at EC30 CNP, 100% saturating CNP; activation, % at 10 µM; 370,000 compounds, 0.11% hits; AID 1920062, 2024;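 active = activation at 10 µM reaching about 35% in either raw or pattern-adjusted values, limit read from the data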
SIAE inh – human SIAE inhibitors, primary screen, biochemical, fluorescence polarization, FP-Rh probe, 1536-well HTS | SIAE FP-Rh probe binding | inhibition, % at 9.66 µM | 370,000 compounds, 0.69% hits | AID 1053197, 2014;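 active = inhibition above a cutoff: mean of compounds within the control limits plus 3 SD of those, cut at about 17% in these data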;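 note: 0% = plate median of compound wells and 100% = probe without SIAE protein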
Starred values were filed as active, the others as inactive; . = no result given.

item | Compound | rCAG binder | TCR CD3 inh | HTRA1 inh | GC-B act | GC-A act | SIAE inh | PRMT1 FP inh | ABHD4 inh | MBD2 inh | UHRF1 binding
1 | CCN(CC)C(=O)C1=C(C)N(Cc2ccccc2)C(=O)C(CC(=O)NCCCCc2ccccc2)C1 (stereo unspecified) | -1 | 0 | -6 | 0 | -2 | 11 | -3 | -6 | -8 | -1
2 | CCCCCCCCSC1=CC(=O)C(OC)=C(OC)C1=O | 4 | -5 | -8 | 8 | 45* | 21* | 39* | 39* | -1 | -7
3 | Cc1sc(NC(=O)c2ccccc2)c(C#N)c1-c1ccccc1 | 1 | 1 | -19 | 5 | -5 | -7 | 4 | -16 | -4 | 1
4 | Cc1ccc(CNC(=O)COC(=O)c2ccc(Cl)c(N)c2)cc1 | 0 | -1 | -16 | 0 | 2 | -8 | -4 | -3 | -3 | 1
5 | O=C(COC(=O)c1ccc([N+](=O)[O-])o1)NC1CCCCC1 | 4 | 7 | 14 | 0 | 0 | -8 | -1 | 5 | -7 | -3
6 | O=c1c2ccccc2c(-c2ccccc2)nn1Cc1ccccc1 | 1 | -3 | -5 | 6 | 0 | 8 | -1 | -7 | -6 | 5
7 | COc1ccccc1CNC(=O)C1CCN(c2nc3ccccc3o2)CC1 | -6 | -4 | 1 | 0 | 0 | 3 | 1 | 6 | -6 | -2
8 | COc1cccc(NC(=O)N2CCN(c3nnnn3-c3ccccc3)CC2)c1 | -5 | -7 | -1 | 2 | -1 | 0 | -9 | -5 | -4 | 2
9 | Cc1cc(OCC(=O)OCC(=O)N2CCCCC2)ccc1Cl | -1 | 7 | 7 | 5 | 4 | -4 | -5 | -9 | -4 | 0
10 | Cc1cccc(CNc2ccc(C(CC(N)=O)NC(=O)Cc3cccc4ccccc34)cc2[N+](=O)[O-])c1 (stereo unspecified) | 6 | 5 | -8 | 2 | -3 | -24 | -5 | -6 | -2 | -2
11 | Cc1ccc(N(CC(O)Cn2nc(C)cc2C)S(=O)(=O)c2ccc3ccccc3c2)cc1 (stereo unspecified) | 5 | 11 | -45 | -14 | -21 | -3 | -1 | 3 | -2 | -1
12 | CC1=C(C(=O)N(C)C)CC(CC(=O)NCc2cccs2)C(=O)N1CCC1=CCCCC1 (stereo unspecified) | -1 | 1 | 2 | 1 | 4 | -7 | -3 | 1 | 0 | 0
13 | COc1cc(OC)nc(Nc2nc(C(N)Cc3ccc(C(F)(F)F)cc3)cs2)n1 (stereo unspecified) | 14 | -2 | . | -15 | -31 | 0 | 0 | 28 | 3 | -2
14 | CC1CC(NC(=O)c2ncn[nH]2)CC(C)(C)C1 (stereo unspecified) | 0 | -1 | 1 | 5 | 2 | -6 | -1 | 3 | 1 | -3
15 | COC(=O)Cn1c(=O)c2c(nc(Br)n2Cc2ccccc2Cl)n(C)c1=O | -5 | 11 | 3 | 10 | 8 | 6 | -2 | -2 | -5 | 3
16 | Cc1ccccc1S(=O)Cc1ccc(C(=O)NCCCN2CCCCC2)o1 (stereo unspecified) | 1 | -2 | 1 | 3 | 4 | 0 | -4 | 0 | -2 | 0
17 | O=C(CCOc1ccccc1)Nc1ccc([N+](=O)[O-])cc1 | 0 | 0 | -16 | 0 | 1 | 0 | 0 | 1 | 0 | 0
18 | COc1ccc(NC(=O)c2ccc(-n3cnnn3)cc2)c([N+](=O)[O-])c1 | 6 | 1 | -3 | 1 | 3 | -4 | -2 | -6 | -3 | -2
19 | Cc1ccc(-n2c(Cc3cccn3C)nnc2SCC(=O)NCc2ccc3c(c2)OCO3)cc1 | 1 | 1 | 8 | -9 | -2 | 14 | -2 | 6 | -7 | -2
20 | COC(=O)c1cc(C(=O)NCc2ccc3c(c2)OCO3)cc([N+](=O)[O-])c1 | -1 | -5 | -2 | -7 | -2 | 7 | -1 | -5 | 2 | 0

From entry 19 as far as 20, as listed above:
item | Compound | rCAG binder | TCR CD3 inh | HTRA1 inh | GC-B act | GC-A act | SIAE inh | PRMT1 FP inh | ABHD4 inh | MBD2 inh | UHRF1 binding
19 | Cc1ccc(-n2c(Cc3cccn3C)nnc2SCC(=O)NCc2ccc3c(c2)OCO3)cc1 | 1 | 1 | 8 | -9 | -2 | 14 | -2 | 6 | -7 | -2
20 | COC(=O)c1cc(C(=O)NCc2ccc3c(c2)OCO3)cc([N+](=O)[O-])c1 | -1 | -5 | -2 | -7 | -2 | 7 | -1 | -5 | 2 | 0

The results go on:
item | Compound | rCAG binder | TCR CD3 inh | HTRA1 inh | GC-B act | GC-A act | SIAE inh | PRMT1 FP inh | ABHD4 inh | MBD2 inh | UHRF1 binding
21 | CSc1ccccc1OCc1cc(C(=O)NCCN2CCCC(O)C2)no1 (stereo unspecified) | -3 | 6 | -1 | 2 | 9 | -14 | -1 | -3 | -2 | -3
22 | O=C1CCCC2=C1C1(CCCC1)N=C(Nc1nc3ccccc3s1)N2 | 0 | -3 | 1 | -9 | 7 | 5 | 0 | -1 | 1 | -2
23 | C=C1CC2C(=O)N(Cc3ccccc3)C(C(=O)OCC)(C(=O)OCC)C1N2C(=O)OC(C)(C)C (stereo unspecified) | -7 | 5 | -6 | -3 | -1 | 1 | 2 | -2 | 2 | -1
24 | COc1ccccc1Cc1c(-c2ccc(OC)c(OC)c2)nc2cc(C)c(Br)c(C)n12 | 3 | 2 | . | 2 | -2 | 2 | 8 | 0 | 19* | 26*
25 | COc1cc(C(=O)NC2Cc3ccccc3C2)ccc1OC1CCN(C(C)=O)CC1 | -6 | 11 | 0 | 1 | 2 | -7 | -3 | 3 | -1 | -1
26 | CC(C)N1CCN(Cc2cccn2-c2ccccn2)CC1CCO (stereo unspecified) | -4 | -1 | 1 | 2 | 1 | 0 | -4 | -3 | 7 | -1
27 | O=C(NCCCn1ccnc1)c1csc2ccccc12 | -2 | -6 | 6 | 0 | 3 | 6 | -1 | 2 | 2 | 5
28 | CCOc1ccc(OCCC(=O)N(CCOC)c2c(N)n(Cc3ccccc3)c(=O)[nH]c2=O)cc1 | -1 | -1 | 0 | 5 | 1 | 2 | 3 | 4 | 4 | -1
29 | COc1ccc(C(=O)C2CCCN(C(=O)c3csc(SC)n3)C2)cc1F (stereo unspecified) | -1 | 0 | 1 | 2 | 9 | 3 | -1 | 2 | 0 | 0
30 | O=C(O)CCC(=O)NNc1ncnc2ccccc12 | -6 | -5 | 4 | 5 | 1 | 3 | 1 | 8 | 5 | 5
31 | Cc1ccc(C(=O)N/C(=C\c2ccco2)C(=O)N2CCCCC2)cc1 | -2 | 4 | 2 | 3 | -2 | 3 | 4 | 9 | -6 | -6
32 | COc1ccccc1CNC(=O)C(C)NS(=O)(=O)c1ccc(C)cc1 (stereo unspecified) | -2 | 5 | 2 | -3 | -1 | 6 | -3 | 3 | -4 | -1
33 | Clc1ccccc1C1Nc2cccc3cccc(c23)N1 | 15 | 1 | 48* | -5 | 0 | 14 | 19 | 48* | -4 | -1
34 | Cc1nc(N2CCOCC2)[nH]c(=O)c1C | 3 | -6 | 6 | -3 | -2 | -4 | 0 | 0 | 0 | -1
35 | COC(=O)c1ccc(CSc2nc3c(c(=O)[nH]2)CCC3)cc1 | 0 | -6 | . | -5 | -7 | -5 | 7 | 4 | 15* | 0
36 | O=C(c1cncnc1)N1CCC(n2nnc3ncccc32)CC1 | 0 | . | . | -4 | 2 | 1 | -4 | -1 | -3 | -1
37 | CC1CN(S(=O)(=O)c2cc(C(=O)NCCCN3CCCC3=O)ccc2Cl)CC(C)O1 (stereo unspecified) | -1 | 4 | 3 | -1 | -2 | 4 | 5 | 10 | 8 | 0
38 | CCCCNc1c(-c2ccc(F)cc2)nc2nc(C)cc(C)n12 | 6 | -3 | . | -4 | -3 | -1 | 7 | -4 | 8 | 2
39 | O=c1[nH]c(CN2CCN(S(=O)(=O)c3cccs3)CC2)nc2c(Br)cc(Br)cc12 | 6 | -1 | -6 | -4 | -5 | -7 | 1 | 0 | -5 | -4
40 | COc1ccc(CCC(=O)OCc2csc(CC(=O)Nc3ccc(C)cc3)n2)cc1OC | 6 | 7 | -30 | 2 | -1 | -5 | 2 | 26 | -1 | 1
41 | O=C(CN1C(=O)NC2(CCc3ccccc3C2)C1=O)Nc1ccc(Cl)cc1F (stereo unspecified) | -3 | 6 | -7 | 5 | 2 | -10 | 0 | 5 | 6 | 0
42 | Clc1ccc(Cl)c2sc(N3CCCC3)nc12 | 1 | -8 | -10 | . | . | 1 | 2 | 4 | -2 | 8
43 | Cc1nnc2ccc(-c3ccc(NS(C)(=O)=O)cc3)nn12 | -1 | 8 | 11 | -5 | 4 | -3 | -2 | 3 | -4 | -5
44 | COc1cccc(/C=N/NC(=O)CCNc2n[nH]c(=O)[nH]c2=O)c1OC | 3 | -3 | 9 | -1 | 3 | 7 | -2 | 2 | -4 | 2
45 | Cc1cc(C)c(NC(=O)CSc2nc(=O)n3cc(C)ccc3n2)c(C)c1 | 0 | 0 | 1 | 2 | 5 | 2 | -2 | -2 | -2 | 0
46 | NC(N)=Nc1nc2cc([N+](=O)[O-])ccc2o1 | -3 | 2 | -10 | 1 | -3 | 2 | -3 | 4 | -7 | -9
47 | COC(=O)c1ccc(/C=N/NC(=O)CC(=O)NCC(C)C)cc1 | 2 | 8 | 1 | -3 | 2 | 5 | 0 | 2 | -1 | 1
48 | N#CCSc1ncnc2c1cnn2CCO | 0 | 6 | 6 | -4 | 13 | 0 | 1 | 7 | 4 | 1
49 | COc1cc2c(cc1OC)C(c1ccccc1)N(C(=O)c1ccco1)CC2 (stereo unspecified) | 2 | -10 | -8 | -11 | -19 | 0 | 5 | -1 | 1 | 2
50 | CCOC(=O)C1CCN(c2cc(=O)n(-c3ccc(OC)cc3)c(=O)[nH]2)CC1 | 3 | 2 | 8 | 3 | 0 | 1 | -2 | 4 | 1 | 2
51 | CC1Cn2c(nc3c2c(=O)[nH]c(=O)n3C)O1 (stereo unspecified) | 0 | -4 | 1 | -2 | 12 | 7 | 1 | 4 | 1 | 11
52 | Cc1ccccc1NC(=O)c1cc(S(=O)(=O)N2CCOCC2)ccc1F | -1 | -11 | -3 | 0 | 0 | -6 | 4 | -8 | 3 | 7
53 | CCn1c(Cc2ccccc2)nnc1SCC(=O)Nc1nc(C)cs1 | -5 | -2 | -11 | 0 | -4 | 0 | 0 | 0 | 1 | 0
54 | Cc1cc(N2CCN(C(=O)c3ccco3)CC2)n2nc(C)nc2n1 | 2 | 9 | 4 | -1 | -1 | -7 | 0 | -1 | -1 | -2
55 | CN(C)c1ccc(/C=N/NC(=O)c2nnn(-c3nonc3N)c2CN(C)c2ccccc2)cc1 | 3 | 1 | 8 | 7 | -1 | 0 | -3 | 6 | 1 | 1
56 | O=C(CCC1CCCC1)N=C1SC2CS(=O)(=O)CC2N1c1ccccc1F (stereo unspecified) | 0 | 1 | -7 | 1 | 1 | 14 | -3 | -3 | -5 | -2
57 | COc1cccc(NC(=O)c2ccccc2N(Cc2ccccc2)S(C)(=O)=O)c1 | 5 | -1 | 2 | 0 | -3 | -2 | 3 | -4 | 3 | 1

Some of the compounds tested; rates above refer to the full screens.
